UHRF1 binding: blocks human UHRF1 binding to methylated DNA; UHRF1 binding to methylated oligo, TR-FRET; inhibition, % at 4.4 µM; 0.75% of 370,000 active; AID 687016; in the data active = inhibition above about 21%;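 also: UHRF1 SRA domain binding a hemimethylated CpG hairpin DNA probe; 0% = median of test compound wells and 100% = reference inhibitor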
PRMT1 FP inh: blocks human protein arginine methyltransferase 1 | Q99873 | recombinant PRMT1, activity-based probe fluorescence polarization | inhibition, % at 2.79 µM | 1.3% of 370,000 active | AID 652257;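 active = inhibition above about 21% made by adding two undisclosed values, limit read from the data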
Target sequence (Q99873 whole entry, looked up): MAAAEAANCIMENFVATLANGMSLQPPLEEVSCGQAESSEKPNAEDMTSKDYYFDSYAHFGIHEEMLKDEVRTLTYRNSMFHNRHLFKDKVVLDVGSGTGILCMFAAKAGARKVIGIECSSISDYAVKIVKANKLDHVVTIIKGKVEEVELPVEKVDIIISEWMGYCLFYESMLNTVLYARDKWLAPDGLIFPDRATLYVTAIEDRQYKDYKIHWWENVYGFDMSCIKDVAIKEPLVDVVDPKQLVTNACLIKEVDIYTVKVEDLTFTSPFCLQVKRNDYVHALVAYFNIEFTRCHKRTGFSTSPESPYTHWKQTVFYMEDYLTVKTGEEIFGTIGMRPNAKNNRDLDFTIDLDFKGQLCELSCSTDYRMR
NR1D1 modulator: Rev-erb alpha (human) modulation; 0.79% of 370,000 active; AID 1259318; Rev-erbα–FITC-DNA binding, fluorescence polarization, 90 min; P20393; activity, % at 10 µM;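 active = activity above about 14%, limit read from the data; passing the limit was not always enough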;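 also: 0% = DMSO wells with 35 nM protein and 100% = DMSO wells with 750 nM protein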
HTRA1 inh: blocks human HTRA1 serine peptidase; Q92743; recombinant HTRA1, FP-rhodamine activity-based probe, fluorescence polarization; inhibition, % at 5.96 µM; 0.5% of 340,000 active; AID 504803; in the data active = inhibition above about 36%;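 also: 0% = enzyme with DMSO and 100% = wells lacking enzyme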
Target sequence (Q92743 whole entry, looked up): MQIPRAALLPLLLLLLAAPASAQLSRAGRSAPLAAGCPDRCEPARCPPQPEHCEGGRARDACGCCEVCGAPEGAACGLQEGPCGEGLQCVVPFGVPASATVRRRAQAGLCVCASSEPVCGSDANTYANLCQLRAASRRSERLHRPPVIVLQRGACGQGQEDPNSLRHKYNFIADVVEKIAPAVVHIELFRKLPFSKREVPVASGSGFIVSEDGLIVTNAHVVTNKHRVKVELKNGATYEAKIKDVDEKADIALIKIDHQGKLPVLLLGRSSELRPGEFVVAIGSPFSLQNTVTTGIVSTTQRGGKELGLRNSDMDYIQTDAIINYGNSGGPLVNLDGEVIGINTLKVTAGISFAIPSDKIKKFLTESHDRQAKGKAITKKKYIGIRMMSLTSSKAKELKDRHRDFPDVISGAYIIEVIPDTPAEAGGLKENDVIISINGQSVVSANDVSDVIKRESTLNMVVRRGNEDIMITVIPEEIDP
rCAG RNA binder: molecules binding r(CAG) RNA repeats; r(CAG) RNA repeat, TO-PRO-1 dye displacement fluorescence; inhibition, % at 3 µM; 1.3% of 370,000 active;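 active = inhibition above the plate cutoff, the mean of all test compounds on that plate plus 3 SD, cut at about 35% in these data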;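 also: 0% = DMSO alone and 100% = 100 µM mitoxantrone as full dye displacement; higher means more dye released from RNA so lower well fluorescence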
LEDGF integ inh: blocks HIV-1 LEDGF/p75-dependent DNA integration. TR-FRET IN-LEDGF/p75 DNA integration, Eu/Cy5. inhibition, % at 3.7 µM. 0.64% of 370,000 active. AID 743269;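 active = inhibition above the screen-wide mean plus 3 SD, cut at about 13% in these data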;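 also: signal is the Cy5 over europium emission ratio at 671 and 618 nm; 0% = plate median of compound wells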
mABHD4 FP: ABHD4 (mouse) inhibition, primary FP screen; purified mABHD4, FP-Rh probe fluorescence polarization; inhibition, % at 8.92 µM; AID 720543; Q8VD66; 0.54% of 370,000 active;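 active = inhibition exceeding the mean over every tested compound plus 3 SD, cut at about 30% in these data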;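 also: 0% = plate median of compound wells and 100% = S159A mutant with DMSO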
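System: mouse ABHD4 enzyme, wild type / Medium: HEPES pH 7.0, NaCl, Pluronic buffer / Reagent: FP-Rh activity-based fluorescent probe / Control set: S159A mutant high control, sample median low control / Detection: fluorescence polarization with parallel and perpendicular emission, 525/598 nm / Schedule: 45 min + 60 min at 25 °C / Compound dosing: 8.92 µM, single dose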
PG9 binder: PG9 antibody binding by small molecule; TR-FRET gp120-PG9 antibody binding; AID 624416; 0.43% of 360,000 active; inhibition, % at 6.7 µM; in the data active = inhibition above about 8.5%
TCR CD3 inh: inhibitors of human TCR-CD3 interaction | inhibition, % at 9.4 µM | 0.37% of 360,000 active | AID 651800 | TAMRA-labeled TCR probe fluorescence, biochemical; in the data active = inhibition above about 19%;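 also: recombinant mutant TCR 2C K166C tagged with TAMRA read by polarization; 0% = receptor in buffer alone and 100% = receptor with positive control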
MBD2 inh: MBD2-methylated oligo binding inhibition. Q9UBB5. TR-FRET, MBD2 binding to methylated oligonucleotide. inhibition, % at 4.4 µM. 0.31% of 370,000 active. AID 686964; in the data active = inhibition above about 13%
* hit, by the source's call; . = not tested or not shown. A portion of the library; rates above refer to the full screens.

SMILES | UHRF1 binding | PRMT1 FP inh | NR1D1 modulator | HTRA1 inh | rCAG RNA binder | LEDGF integ inh | mABHD4 FP | PG9 binder | TCR CD3 inh | MBD2 inh
O=[N+]([O-])c1cc(-c2csc(NC(CO)c3nc4ccccc4n3CCOCCO)n2)ccc1Cl (stereo unspecified) | 0 | 37* | 0 | -9 | 14 | 0 | 13 | 1.5 | 7 | -5
COC(=O)CCC(=O)Nc1cccc(Br)c1 | 2 | -1 | -4 | -1 | 2 | 1 | -2 | 0.0 | -4 | -5
COc1ccc(C(O)c2ncc(-c3ccc(Cl)cc3)[nH]2)cc1 (stereo unspecified) | -2 | -6 | 12 | . | 2 | 2 | -1 | 0.1 | 8 | -6
COc1ccc(NC(=O)Nc2nnc(N3CCC(C)CC3)s2)cc1OC | 1 | 3 | -3 | 6 | 4 | -4 | 6 | -2.5 | -8 | 0
CCC(C)NC(=O)CS(=O)(=O)Cc1nc(-c2cccc(OC)c2)oc1C (stereo unspecified) | 1 | -1 | -5 | 1 | -1 | 6 | 0 | 0.1 | 1 | 2
Cc1ccc(NC(=O)CN(C)CC(=O)Nc2ccccc2-c2ccccc2)cc1 | -2 | -1 | 0 | -17 | -6 | -2 | 0 | -2.4 | 1 | 1
Cc1[nH]n2c(=O)c3c(nc2c1-c1cccc2ccccc12)CCC3 | 0 | -3 | -6 | -3 | 2 | 2 | 0 | 0.0 | -3 | 0
O=C(NCC1CCCCC1)c1ccccc1[N+](=O)[O-] | 2 | 5 | 14 | -15 | -2 | -6 | 4 | -1.0 | -7 | -1
CCN(CC)CCN(C(=O)C1CCCCC1)c1nc2cc3c(cc2s1)OCO3 | -2 | 3 | -7 | -12 | -6 | 5 | 4 | 0.8 | 8 | 5
CCOc1ccc(NC(=O)CN(C)CC(=O)Nc2ccc(F)c(F)c2F)cc1OCC | 3 | -2 | 5 | 3 | -6 | 2 | -3 | -1.4 | 0 | 0
Cc1cc(C(=O)COc2ccc(F)cc2Br)c(C)n1C1CC1 | -2 | 2 | -5 | -8 | 0 | 0 | -2 | -0.3 | 6 | -1
O=C(c1cccc(S(=O)(=O)N2CCN(c3ccc(F)cc3)CC2)c1)N1CCCC(C(F)(F)F)C1 (stereo unspecified) | 1 | -2 | 0 | -9 | -1 | 3 | 1 | 1.7 | -6 | 0
Cc1ccc(-n2ncc3c(Nc4c(C)n(C)n(-c5ccccc5)c4=O)ncnc32)c(C)c1 | -1 | 0 | -3 | -8 | -5 | 0 | 2 | 0.1 | 0 | 3
COc1ccc(OC)c(NS(=O)(=O)c2ccc(NC(=O)c3ccc(NS(C)(=O)=O)cc3)cc2)c1 | -2 | -2 | -9 | -11 | 25 | -1 | -12 | 1.9 | 7 | -3
COc1ccc(C)cc1NC(=O)CN1CCN(S(=O)(=O)c2ccc(F)cc2)CC1 | 3 | -3 | -6 | -2 | -5 | 2 | 1 | -0.8 | 3 | -4
CC(=O)c1ccc(NC(=O)Cn2cnc(S(=O)(=O)N3CCOCC3)c2)cc1 | -2 | 1 | 3 | 1 | -2 | -2 | 4 | 2.4 | 0 | -1
Cc1ccc2c(CC(=O)OCc3nc(N)nc(Nc4ccccc4C)n3)coc2c1 | -1 | 0 | -1 | -42 | 6 | 3 | -11 | -0.2 | -8 | 3
CNc1ccccc1C(C)(C)c1cc(-c2cc(C)cc(C)c2)no1 | -3 | -1 | -2 | -11 | 1 | 1 | -1 | -2.5 | 4 | -1
Cc1ccc(-c2nnn(CC(=O)N(CC3CCCO3)C(C(=O)NC3CCCC3)c3ccc(O)cc3)n2)o1 (stereo unspecified) | -3 | -3 | 0 | -7 | -1 | -3 | -3 | 1.1 | 6 | -2
O=C(ON=C1CCN(S(=O)(=O)c2ccccc2)CC1)c1ccc(F)cc1 | 5 | -2 | -2 | 4 | -3 | -1 | -13 | -1.8 | 1 | 1
CC(C)C1=CC(=Nc2ccc(S(N)(=O)=O)cc2)C=C(C(C)C)C1=O | 3 | 8 | -1 | -1 | 0 | 1 | -9 | -0.7 | -2 | -2
CCOC(=O)c1cc(OCC)c2c(ccc3ccccc32)n1 | 0 | 4 | -6 | -15 | 4 | -6 | -23 | 1.9 | -4 | 4
CC(NC(=O)C12CC3CC(CC(O)(C3)C1)C2)c1ccc(Cl)cc1Cl (stereo unspecified) | 2 | -2 | -1 | 0 | 2 | 3 | -5 | 0.8 | -3 | 0
Cc1cc(C)c2cc(CN(CCO)Cc3nnnn3Cc3ccccc3)c(=O)[nH]c2c1 | -4 | 0 | 5 | -1 | 3 | 3 | 5 | 0.8 | -6 | -3
O=C(COC(=O)C1COc2ccccc2O1)NC(=O)Nc1ccc2c(c1)OCCO2 (stereo unspecified) | -2 | -5 | 3 | 1 | 1 | -2 | 2 | -0.8 | 3 | 0
CCOC(=O)Cn1cnc2c(cnn2-c2ccc(Cl)cc2)c1=O | 0 | 0 | -2 | -2 | -2 | -1 | 7 | -0.7 | 10 | -9
COc1ccc(NC(=O)c2ccc(CN3CCc4ccccc4C3)cc2)c(OC)c1 | 2 | 3 | -2 | -12 | -7 | -3 | 2 | 0.3 | -2 | 6
Cn1c(=O)[nH]c2ccc([N+](=O)[O-])nc21 | -2 | -3 | 10 | 2 | 3 | 0 | -3 | 0.1 | 6 | -3
CCN(CC)S(=O)(=O)c1ccc(-c2nnc(SCC(=O)Nc3ccc(OC)c(OC)c3)o2)cc1 | 2 | -4 | -2 | 2 | -2 | -1 | 3 | 1.0 | 3 | -3
CCOC(=O)c1oc2ccc(Br)cc2c1COC(=O)C1=COCCO1 | 2 | 4 | 0 | -26 | -1 | 3 | -4 | 1.9 | 3 | 6
O=C1CCCCN1CC(=O)N1CCCC(Nc2ccc(F)cc2)C1 (stereo unspecified) | -1 | -8 | -10 | 6 | -2 | -1 | -5 | -1.6 | -2 | 1
CC(=O)c1ccccc1NS(C)(=O)=O | -2 | 1 | -2 | 6 | 2 | 2 | -2 | -3.6 | -1 | 3
COc1ccc(NC(=O)CSc2nnc(-c3ccc(C)cc3)n2N)cc1 | -1 | 1 | -2 | -11 | -1 | -1 | -1 | 0.5 | 5 | -5
O=c1c2ccccc2n(Cc2ccco2)n1[C@@H](Cc1ccccc1)Cn1cc(-c2ccc(-c3ccccc3)cc2)nn1 | 1 | -1 | 5 | . | 15 | -1 | -9 | . | . | 1
CCOC(=O)c1ccccc1NC(=O)CSc1nc2ccccc2c(=O)[nH]1 | -1 | -3 | 13 | -1 | 0 | 4 | -1 | 2.1 | 5 | 2
O=C1NC(=S)NC1=Cc1ccc(O)cc1 | -1 | 1 | 6 | 13 | 0 | -3 | 5 | -17 | 4 | -4
Cn1c(SC2CCCCC2=O)nnc1-c1ccccc1F (stereo unspecified) | 1 | 2 | 3 | 5 | 1 | -1 | -4 | -3.0 | 1 | 3
O=C(Oc1ccc(=O)n(-c2ccccc2)n1)c1ccc(Cl)cc1 | -3 | -1 | -3 | -7 | 2 | -4 | 2 | -2.5 | 6 | -1
O=c1cc(-c2ccco2)oc2ccccc12 | -13 | 0 | -7 | 3 | -1 | 1 | 2 | 0.5 | -2 | 0
Cn1c(COc2ccc(F)cc2)nc2ccccc21 | -1 | 1 | 0 | 4 | -1 | -5 | 0 | -0.2 | 7 | 2
COc1ccc(N=Nc2c(C)[nH][nH]c2=O)cc1 | -27 | -3 | 10 | -4 | 5 | -2 | 0 | -5.0 | 3 | -21
Cc1ncc([N+](=O)[O-])n1CC(=O)Nc1cc(Cl)ccc1Cl | 2 | 1 | -2 | -7 | 2 | 52* | 6 | 1.9 | 2 | 0
Cc1cc(C)cc(NC(=O)N2CCC(N(C)CCC(C)C)CC2)c1 | 1 | 0 | -3 | . | 3 | 4 | -1 | . | . | -5
O=C(CCSc1nnc2ccc3ccccc3n12)Nc1ccc(F)cc1 | 0 | -2 | 44* | -3 | 3 | -2 | 0 | 23* | 2 | 2
OCC[C@@H]1C[C@H](O)[C@@H](O)[C@@]2(CCCc3ccccc3O2)O1 | 8 | -1 | -5 | 2 | 0 | 0 | 4 | 0.7 | 13 | 0
COc1ccc(NS(=O)(=O)c2ccc(S(=O)(=O)N3CCCC3)cc2)cc1 | -1 | -1 | -6 | 0 | 8 | 3 | 2 | -2.0 | 9 | -8
CS(=O)(=O)c1nc(S(=O)(=O)c2ccc(Cl)cc2)c(N2CCN(CCO)CC2)s1 | 2 | -4 | -8 | -1 | -1 | 2 | -3 | -1.4 | 1 | -3
CC(CCc1ccccc1)NCC(O)c1cccc([N+](=O)[O-])c1 (stereo unspecified) | 0 | 5 | -8 | -2 | 8 | -2 | 4 | 5.1 | -6 | 0
CCOC(=O)C(=CNCC(=O)O)C(=O)OCC | -3 | -1 | 5 | -1 | 2 | 0 | -4 | -1.6 | -4 | -4
CCOC(=O)c1[nH]c(=O)[nH]c1CSCCO | -1 | -1 | -5 | 2 | -1 | 1 | 4 | -0.2 | 7 | 1
Cc1cc(Nc2ccccc2)cc(=O)n1C | -1 | 1 | -5 | 1 | -1 | -1 | -1 | -2.2 | -3 | 1
NC(=O)C1=C[C@H](c2ccc(C(F)(F)F)cc2)C[C@H](OCc2ccc(CO)cc2)O1 | -2 | 3 | -5 | -9 | -3 | 0 | 4 | 0.8 | -1 | 9
COc1cccc(C(=O)Nc2nnc(S(=O)(=O)N3CCOCC3)s2)c1 | 2 | -2 | 3 | 0 | 16 | 0 | -4 | 1.8 | 6 | 1
CN(C)CCOc1ccc2c(c1)Sc1ccccc1CC2=O | -5 | -3 | -7 | 7 | -2 | 1 | -6 | -0.2 | -1 | -12
O=C(COC(=O)c1ccccn1)NNC(=O)c1ccc([N+](=O)[O-])cc1 | 1 | 2 | -1 | 8 | 0 | -3 | -5 | -0.5 | -1 | 5
CCCCc1cc2c(cc1NC(=O)CN1CCCCC1)OCCO2 | -1 | -4 | -3 | 0 | -10 | -1 | 0 | -0.6 | 7 | 3
COC(=O)C1=C(C)N(Cc2ccccc2)C(=NCCCCO)N[C@H]1CCc1ccccc1 | 0 | 4 | -4 | -1 | 2 | -2 | 9 | -2.0 | -5 | -3
COC(=O)c1cc(=O)n2c(-c3ccc(OC)cc3)csc2n1 | 0 | 1 | -1 | 6 | 1 | 0 | -2 | 1.4 | 8 | -4
COCCNC(=O)c1ccc2c(c1)S(=O)(=O)c1ccccc1C2=O | 0 | 1 | -3 | 4 | 6 | 0 | 0 | -2.1 | -5 | 2
CC(C)NC(=O)COC(=O)c1ccccc1Oc1ccccc1 | 1 | 3 | 14 | 10 | -8 | 2 | 1 | 1.9 | -4 | 0
CN(CC(=O)Nc1cccc(F)c1)C(=O)c1cccc(S(=O)(=O)N2CCN(c3ccccc3)CC2)c1 | 0 | 1 | -3 | -11 | 8 | 2 | -2 | -1.6 | 9 | -5

Whole records from above. Values in the order: UHRF1 binding, PRMT1 FP inh, NR1D1 modulator, HTRA1 inh, rCAG RNA binder, LEDGF integ inh, mABHD4 FP, PG9 binder, TCR CD3 inh, MBD2 inh
Listed for CCOC(=O)c1[nH]c(=O)[nH]c1CSCCO : -1, -1, -5, 2, -1, 1, 4, -0.2, 7, 1
Listed for CS(=O)(=O)c1nc(S(=O)(=O)c2ccc(Cl)cc2)c(N2CCN(CCO)CC2)s1 : 2, -4, -8, -1, -1, 2, -3, -1.4, 1, -3

Compound activity as filed in PubChem BioAssay.
